Screening data deposited in PubChem by Broad Institute.
miR122 inh: miR-122 inhibition in Huh7 cells; Huh7 miR-122 Renilla luciferase sensor, 48 h; neutral wells = 0, positive control = 100; activation (reporter increase), % at 12.5 µM; 340,000 tested, 0.3% active; AID 602342;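 active means mean replicate activation score at least 90 and every replicate individually at or above 90; inconclusive means only one of the two criteria met; inactive means neither criterion met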;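 further: higher luciferase means less miR-122 activity so hits act as miR-122 inhibitors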
An asterisk follows results filed as active; ? = inconclusive. The list is partial (hit frequency here may not be typical).

The opening 18 compounds as a preview:
miR122 inh	Structure
-1	CCN(CC)c1ccc(C2N(C(=O)N3CCOCC3)CCN2S(=O)(=O)c2ccc(C)cc2)cc1 (configuration not stated)
-2	CCOc1ccccc1C1CC(=O)NC(SCC)=C1C#N (configuration not stated)
7	O=C(COc1cccc2ccccc12)N1c2ccccc2CCc2ccccc21
0	CC1CCCCC1NC(=O)c1cncc(Br)c1 (configuration not stated)
10	O=C(CSc1nnc(Cc2ccccc2)n1Cc1ccco1)NC12CC3CC(CC(C3)C1)C2
3	CCC(C)(C)n1nnnc1C(c1ccc2ncccc2c1)N1CCCC(C)C1 (configuration not stated)
-4	N#Cc1cc2c(nc1SCc1cccnc1)CCC2
?	O=S(=O)(N/N=C\c1cccn1-c1ccccc1)c1ccc2ccccc2c1
0	CCCCN(C(=O)CCC(=O)O)C1CC(=O)N(c2ccc(OCCC)cc2)C1=O (configuration not stated)
3	N#Cc1ccc(-c2ccc(Cl)cc2)nc1SCC(=O)c1cccc(Cl)c1
-4	CCC(C)C(=O)Nc1ccc(OC)cc1OC (configuration not stated)
-14	Cc1ccc(-n2nnnc2-c2cnc3cc4c(cc3c2C)OCO4)cc1
-7	COc1cc(OC)c(NC(=O)CCNC(=O)Cn2ccc3ccccc3c2=O)cc1Cl
-3	CCn1nc(C(=O)OCC(=O)c2ccc3c(c2)OCCO3)c2ccccc2c1=O
-6	COC(=O)c1ccc(NC(=O)CCN2CCN(Cc3ccccc3)CC2)cc1
-12	O=C(CN(C(=O)CNC(=O)c1ccco1)c1ccc2c(c1)OCO2)NC1CCCCC1
-2	O=C(C1CCCCC1)N1CCC(n2nnc3ccccc32)CC1
-2	CC(C)C(=O)N(Cc1ccccc1)c1ccccn1

The listing, from the start:
miR122 inh	Structure
-1	CCN(CC)c1ccc(C2N(C(=O)N3CCOCC3)CCN2S(=O)(=O)c2ccc(C)cc2)cc1 (configuration not stated)
-2	CCOc1ccccc1C1CC(=O)NC(SCC)=C1C#N (configuration not stated)
7	O=C(COc1cccc2ccccc12)N1c2ccccc2CCc2ccccc21
0	CC1CCCCC1NC(=O)c1cncc(Br)c1 (configuration not stated)
10	O=C(CSc1nnc(Cc2ccccc2)n1Cc1ccco1)NC12CC3CC(CC(C3)C1)C2
3	CCC(C)(C)n1nnnc1C(c1ccc2ncccc2c1)N1CCCC(C)C1 (configuration not stated)
-4	N#Cc1cc2c(nc1SCc1cccnc1)CCC2
?	O=S(=O)(N/N=C\c1cccn1-c1ccccc1)c1ccc2ccccc2c1
0	CCCCN(C(=O)CCC(=O)O)C1CC(=O)N(c2ccc(OCCC)cc2)C1=O (configuration not stated)
3	N#Cc1ccc(-c2ccc(Cl)cc2)nc1SCC(=O)c1cccc(Cl)c1
-4	CCC(C)C(=O)Nc1ccc(OC)cc1OC (configuration not stated)
-14	Cc1ccc(-n2nnnc2-c2cnc3cc4c(cc3c2C)OCO4)cc1
-7	COc1cc(OC)c(NC(=O)CCNC(=O)Cn2ccc3ccccc3c2=O)cc1Cl
-3	CCn1nc(C(=O)OCC(=O)c2ccc3c(c2)OCCO3)c2ccccc2c1=O
-6	COC(=O)c1ccc(NC(=O)CCN2CCN(Cc3ccccc3)CC2)cc1
-12	O=C(CN(C(=O)CNC(=O)c1ccco1)c1ccc2c(c1)OCO2)NC1CCCCC1
-2	O=C(C1CCCCC1)N1CCC(n2nnc3ccccc32)CC1
-2	CC(C)C(=O)N(Cc1ccccc1)c1ccccn1
-3	CC(=O)c1c(C(C)=O)c(C)n(-c2nc(-c3ccccc3)c(C)s2)c1C
-77	NC(=O)c1cn(-c2ccccc2)nc1-c1cc2ccccc2oc1=O
6	CN(C)c1nc(OCCOC(=O)c2ccccc2)nc(N(C)C)n1
-2	O=C(NCC1(c2ccccc2)CCOCC1)c1ccc(Br)o1
-6	Cc1sc2nc(CN3CCOCC3)nc(N3CCOCC3)c2c1C
-1	Cc1ccc(Cc2cnc(NC(=O)c3cccs3)s2)cc1
-9	COC(=O)CN(c1cc(C(F)(F)F)ccc1Cl)S(C)(=O)=O
6	COC(=O)c1ccc(C(=O)OC)c(NC(=O)CSCc2ccc(Cl)cc2)c1
-1	CC(C)COc1ccc(Cc2cnc(N)nc2N)cc1
-2	CC(C)(C)c1ccc(C(=O)Nc2ccc(NC(=O)c3ccco3)cc2)cc1
-7	COC(=O)c1[nH]c2cccc(OC)c2c1NC(=O)CN1CCN(c2cccc(OC)c2)C(C)C1 (configuration not stated)
-7	CCOC(=O)c1sc(NC(=O)C(CC)Sc2nccn2C)nc1C (configuration not stated)
-2	COCCn1c(SCC(=O)NC(=O)NCc2ccccc2)nc2ccccc21
-1	COc1ccccc1N1C(=O)CC(Sc2n[nH]c(-c3cccc(C)c3)n2)C1=O (configuration not stated)
-8	Cc1nnc(Oc2ccccc2)c2ccccc12
-3	O=C(Nc1cc(Oc2ccccc2)cc([N+](=O)[O-])c1)C12CC3CC(C1)CC(n1cnc(Cl)n1)(C3)C2
1	Cc1ccc(-n2c(-c3cc(C)n(C)n3)n[nH]c2=S)cc1
1	COc1ccc(C(=O)Nc2nc(C)c(C)s2)cc1OC
-9	CC[C@H](C)[C@@H](NC(=O)O[C@@H]1C(=O)c2cc(OC)ccc2O[C@H]1c1ccc(OC)c(Br)c1)C(=O)OC
-4	CCN(CC)c1ccc(NC(=O)/C=C\c2ccccc2Cl)cc1
4	Cc1cc(S(=O)(=O)N2CC(=O)N(CCc3ccccc3)C(=O)C2)ccc1F
-4	O=C(c1cccnc1)N1C2CCC1CC(O)(c1ccc(F)cc1)C2 (configuration not stated)
0	CC12CCC(C(=O)N(NC(=O)c3cc(Cl)ccc3O)C1=O)C2(C)C (configuration not stated)
47	COc1ccc(/C=C2\C(=O)NCC(=O)N2Cc2ccccc2)cc1
-5	CCOc1ccc2c(c1)n([O-])c1c([n+]2=O)CCCC1
0	CC(C)c1ccc(/C=C/C(=O)Nc2nc3ccc([N+](=O)[O-])cc3s2)cc1
6	CCn1c(CNc2ccc(C)cc2C)nnc1SCC(=O)N1CCCc2ccccc21
5	CC(=O)Nc1nc(CC(C)C)cc(-c2ccco2)c1C#N
6	CC(C)NCCOCCOc1ccccc1F
-3	c1ccc(Cc2nn3c(Cn4nnc5ccccc54)nnc3s2)cc1
-4	Cc1cc(=O)[nH]c(SCC(=O)Nc2ccc(S(=O)(=O)N3CCOCC3)cc2)n1
-5	CCOc1ccc(-c2c(C(=O)N/N=C/c3ccc(OC(C)C)cc3)nnn2-c2nonc2N)cc1

Later entries.
miR122 inh	Structure
7	O=C(NCc1ccco1)C(NS(=O)(=O)c1cccc2nsnc12)c1ccccc1 (configuration not stated)
-4	Cc1cc(NC(=O)COC(=O)c2cccc(OCc3ccccc3)c2)no1
27	Cc1ccc(/C=N/NC(=O)c2cc(C)oc2C)o1
-4	O=C1Nc2ccc(S(=O)(=O)N3CCCC3)c3cccc1c23
2	CC(=O)N1C(=O)C2(C(C#N)=C(N)Oc3c2c(C)nn3-c2ccccc2)c2ccccc21 (configuration not stated)
3	O=C1C=C(Nc2ccc(O)cc2)CC(c2ccco2)C1 (configuration not stated)
-11	Cc1ccc(-n2cc(C(=O)c3ccc(F)cc3)nn2)cc1Cl
-10	Cc1cccnc1NC(=O)C1CCC1
-1	Cc1ccc(N(CC(=O)N/N=C/c2ccc(OC3CSC3)cc2)S(=O)(=O)c2ccccc2)cc1
3	Cc1ccc(CN2C(=O)CCC2C(=O)NCCCN2CCCCC2C)cc1 (configuration not stated)
-4	O=C(CCN1CCN(c2ccccc2F)CC1)Nc1ccc2c(c1)OCO2
-6	CCCn1c(=O)c(-c2ccccc2)c(O)c2ccccc21
-1	COc1cccc(C2C(C#N)=C(N)Oc3cc(N)ccc32)c1OC (configuration not stated)
-9	Clc1ccc2nc(N3CCNCC3)nc(-c3ccccc3)c2c1
9	O=C(Cc1ccccc1)Nc1ccccc1Oc1ccccc1
1	COc1ccc(C(=O)COC(=O)CCN=C2NS(=O)(=O)c3ccccc32)cc1OC
1	COC(=O)c1ccc(NC(=O)COc2ccc(S(=O)(=O)NC(C)C)cc2)cc1
-6	CC(c1nnnn1C(C)(C)C)N(Cc1cccnc1)Cc1ccccc1Cl (configuration not stated)
10	O=C(CSc1nc2ccccc2c(=O)n1NC(=O)Cc1ccccc1)NCc1ccccc1Cl
-20	Cn1c(=O)c2c(nc(CN3CCN(c4ccccc4)CC3)n2Cc2c(F)cccc2Cl)n(C)c1=O
-2	CC(C)Oc1ccc(N2C(=O)c3ccccc3C2=O)cc1
3	O=C(NC1CC1)C1CCC(=O)N1C1CCCC1 (configuration not stated)
4	COc1ccc(/C=N/NC(=O)CSCC(=O)Nc2ccccc2)cc1OC
4	CCOCCCNCC(=O)Nc1ccc(OC(F)(F)F)cc1
3	CC(=O)Nc1ccc(S(=O)(=O)NCC(=O)OCC(=O)NC(=O)C2CCCCC2)cc1
-3	COc1ccc(CNC(=O)c2cc(-n3cnnc3)ccc2Cl)cc1
-1	Cc1cc2c(c(=O)n1CC1CCCO1)C(c1ccco1)C(C#N)=C(N)O2 (configuration not stated)
8	COc1ccc(OCCSc2nnc(-c3cccnc3)n2N)cc1
-4	CCOC(=O)N1CCN(C(=O)c2ccc(N3C(=O)CCC3=O)cc2)CC1
22	CC(=O)OCCNc1cc(Sc2nc3ccccc3[nH]2)c2nonc2c1[N+](=O)[O-]
6	CSCC[C@H](NC(=O)C1CCN(S(=O)(=O)c2ccc(C)cc2)CC1)C(=O)NCc1ccco1
1	COc1ccc(CNC(=O)COc2ccc([N+](=O)[O-])cc2)cc1
-5	COC(=O)C1=C(C)Nc2nnnn2C1c1cccs1 (configuration not stated)
0	CCOc1ccc(C(C)=O)cc1CN1C(=O)NC2(CCCCC2C)C1=O (configuration not stated)
7	O=c1c(-c2ccc3c(c2)OCCO3)coc2c(CN3CCOCC3)c(O)ccc12
-1	CCCCCCSc1ncc(C#N)c(N)n1
-2	O=C(COc1cccc2cccnc12)N1CCc2ccccc2C1
34	Cc1cccc(NC(=O)CCc2ccc(S(=O)(=O)NC3CCCCC3)cc2)c1
-2	CCn1c(Cc2ccccc2)nnc1SCc1nc2ccccc2c(=O)[nH]1
-5	CC(C)N(c1nnc(N)s1)C(C)C
-6	CC(C)CNC(=O)c1ccc(Cl)c(Cl)c1
-5	COc1ccc(CNC(=O)COC(=O)C2=COCCO2)cc1
11	O=c1c(-c2ccccc2)n[nH]c2ccccc12
-6	Cc1ccc(-n2c(SCC(=O)N3CCOCC3)nnc2-c2cccnc2)cc1C
12	CCOCCCNS(=O)(=O)c1ccc(OC)c(Cl)c1Cl
-4	O=C(NCc1ccco1)c1cnn2c1NC(c1ccc(Br)cc1)CC2C(F)(F)F (configuration not stated)
-2	COc1ccc2[nH]c(=O)c(CNC3CCCCC3)cc2c1
1	CCc1ccc(NC(=O)c2c(Cl)nc(C)c(Cl)c2C)cc1
-6	CCc1nn2c(=O)cc(CSCC(=O)Nc3ccccc3F)nc2s1
-2	COc1ccccc1CN1C(=O)CCC1(C)C(=O)NC1CCCCCC1 (configuration not stated)

Remaining list, next part.
miR122 inh	Structure
-4	CCOC(=O)c1nn(-c2ccc(C)cc2)cc1O
-1	COc1cccc(NC(=O)Nc2c(C)n(C)n(-c3ccccc3)c2=O)c1
-3	Clc1ccc(Cn2cccc2C2=NCCO2)cc1
3	CCC1(CC)C(=O)NC(=O)NC1=NCCc1c[nH]c2ccccc12
-1	CN1CCN(S(=O)(=O)c2ccc(-c3noc(C4CCN(S(C)(=O)=O)CC4)n3)cc2)CC1
-10	C#CCOc1ccc(/C=C2\SC(=S)N(Cc3cccnc3)C2=O)cc1
4	Cc1ccc(N=Cc2sc(O)c3ccccc23)cc1
-7	Cc1ccc(NC(=O)N2CCC(C(=O)NCc3ccccc3)CC2)cc1
2	Cc1ccc2cccc(NC(=O)C(F)(F)F)c2n1
0	COc1ccc2[nH]c(=O)c(CN(CC3CCCO3)C(=O)Nc3ccc(F)cc3)cc2c1 (configuration not stated)
-2	O=C(Cn1c(=O)n(CC2CCCO2)c(=O)c2ccccc21)N1CCN(c2ccccc2)CC1 (configuration not stated)
0	N#CC1(c2ccc(NC(=O)c3ccccc3)cc2)CCCC1
33	CCC(=O)N1CCN(c2ccccc2NC(=O)c2ccc(OC)c(Cl)c2)CC1
-4	CC(=O)c1ccc(Nc2ncnc3c2oc2ccccc23)cc1
-1	Cc1ccc(C(O)(C(=O)NNc2ccc3ccccc3n2)c2ccc(C)cc2)cc1
3	CC(=O)c1cccc(NC(=O)Nc2ccc(C)cc2)c1
12	Cc1noc(C)c1C(=O)NCCCN1CCCC1=O
5	O=C1CC(c2cccc([N+](=O)[O-])c2)c2ccc3ccccc3c2N1 (configuration not stated)
-4	Cc1ccccc1N1CC(c2nc3ccccc3[nH]2)CC1=O (configuration not stated)
5	CCc1nc(OCc2ccccc2)c2sc3nc4c(cc3c2n1)COC(C)(C)C4
-4	CCSc1nnc(NC(=O)c2ccc(C)cc2)s1
2	CCOC(=O)c1sc(N(Cc2ccccc2)C(=O)CSc2nnc(C3CC3)n2N)nc1C
8	CC(=O)N1CCN(S(=O)(=O)c2ccc(S(=O)(=O)NC3CC3)cc2)CC1
-5	O=C(Nc1ccccc1)N1CCN(c2ncccn2)CC1
-7	CN(CC(=O)NC1CCCCC1)S(=O)(=O)c1ccc(Br)s1
22	CCOc1cc(C#N)c(NC(=O)c2cccnc2)cc1OCC
-1	CC(Sc1nnc(COc2ccc([N+](=O)[O-])cc2)n1-c1ccccc1)C(=O)O (configuration not stated)
2	Cc1ccc2nc(NCc3ccccc3)c(C=O)c(=O)n2c1
-1	S=C1NC(c2cccs2)=CC(c2ccc(Br)cc2)N1 (configuration not stated)
-4	CC12COC3(C(=O)Nc4nccs4)CC1CCC32C (configuration not stated)
22	O=C(NCc1ccco1)c1cc2nc(-c3cccs3)cc(C(F)(F)F)n2n1
-1	CC(C)(C)c1ccc(Oc2cccc(C3CC(=O)C(C4NCCc5ccccc54)C(=O)C3n3cncn3)c2)cc1 (configuration not stated)
4	COc1ccc(NC(=O)c2sccc2SCC#N)cc1
